# Tau fibril FP: inhibitors of human tau fibril formation; Potency, µM (doses to about 57.7 µM), inactives show top-dose activity, negative = inhibition, most hits filed as inhibitors; hit rate 0.39% among 280,000; K18 P301L tau heparin fibrillization, Alexa594 FP, 6 h; P10636; also: nearly all actives have a fitted effect of over 55% in size
# Target sequence (P10636 561-689 P618L limits assumed): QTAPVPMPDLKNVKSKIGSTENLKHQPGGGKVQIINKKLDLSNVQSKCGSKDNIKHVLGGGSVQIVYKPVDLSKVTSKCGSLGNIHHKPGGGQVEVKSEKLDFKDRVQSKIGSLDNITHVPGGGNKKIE
#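 Heparin (20 uM) drove fibril formation of recombinant tau K18 P301L, 15 uM unlabeled with 0.24 uM Alexa 594 label, for 6 hr at 37 C in 100 mM sodium acetate pH 7. Fluorescence polarization (555/632 nm) read 1 hr after 30 uM ThT.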
# TRb-SRC2 inh: TRbeta-SRC2 interaction inhibition; hit rate 0.065% among 280,000; TRbeta-SRC2 peptide binding, fluorescence polarization; receptor liganded with 1 µM T3; AID 1469; P10828; Potency, µM (top dose mostly 106 µM), without a hit: top-dose activity change, negative = inhibition, actives largely listed as inhibitors;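 also: plate controls were bound peptide for no effect and peptide without receptor for full effect; nearly all actives have a fitted effect of over 50% in size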
#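 Fluorescence polarization of 20 nM Texas Red SRC2 peptide (20-aa NR interaction domain) bound to 0.6 uM human TRb ligand-binding domain, with 1 uM T3, after 5 hr at ambient temperature; inhibition seen as decreased polarization.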
# JMJD2E inh: inhibitors of human JMJD2E histone demethylase. JMJD2E catalytic domain, FDH-coupled NADH fluorescence (FDH is formaldehyde dehydrogenase). Potency, µM (top dose mostly 57.1 µM), for inactives: at the highest dose activity change, negative = inhibition, most hits filed as inhibitors. hit rate 1.6% among 230,000. AID 2147; active = well fitted inhibition curve with a large enough effect, not every such curve was filed as active; inconclusive = small, poorly fitted or top-dose-only effect, or another doubt; inactive = no such curve, though single readings can be large or run the other way;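 also: 0% = wells with enzyme and -100% = buffer wells without enzyme; nearly all actives have a fitted effect of over 50% in size; many of its hits are not listed in these tables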
# RECQ1 inh: blocks DNA unwinding by human RECQ1; RECQ1 DNA unwinding, red fluorescence kinetic read; Potency, µM (highest dose often 57.3 µM), without a hit: top-dose activity, negative = inhibition, usual class: inhibitors; hit rate 0.54% among 240,000;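 also: plate controls were vehicle for no effect and no enzyme for full effect; nearly all actives have a fitted effect of over 30% in size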
#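 RECQ1T1 50 nM; forked duplex (20 bp + 30-nt ss tails) 200 nM, ATP 2 mM final; pH 8.0, 2 mM MgCl2, 2.5 ug/ml poly(dI-dC); 15 min compound preincubation; discontinuous kinetic read over 2 h at RT.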
# RGS12 GoLoco inh: RGS12 GoLoco-Gai1 interaction inhibition. Potency, µM (titrated, usually from 61.6 µM), without a hit: top-dose activity, negative = inhibition, hits mostly inhibitors. P63096. Gai1:RGS12 GoLoco peptide FP, rhodamine, 10 min. AID 880. hit rate 0.44% among 230,000; active = well fitted inhibition curve with a large enough effect, not every such curve was filed as active; inactive = no such curve, though single readings can be large or run the other way; also: nearly all actives have a fitted effect of over 30% in size; many of its hits are not listed in these tables
# L3MBTL1 inh: L3MBTL1 (human) inhibition. Q9Y468. AlphaScreen L3MBTL1–H3K9me1 peptide binding. Potency, µM (doses to about 57.1 µM), inactives show at the top dose activity, negative = inhibition, most hits filed as inhibitors. hit rate 0.66% among 230,000. AID 485360; also: nearly all actives have a fitted effect of over 60% in size
# Target sequence (Q9Y468 whole entry, looked up): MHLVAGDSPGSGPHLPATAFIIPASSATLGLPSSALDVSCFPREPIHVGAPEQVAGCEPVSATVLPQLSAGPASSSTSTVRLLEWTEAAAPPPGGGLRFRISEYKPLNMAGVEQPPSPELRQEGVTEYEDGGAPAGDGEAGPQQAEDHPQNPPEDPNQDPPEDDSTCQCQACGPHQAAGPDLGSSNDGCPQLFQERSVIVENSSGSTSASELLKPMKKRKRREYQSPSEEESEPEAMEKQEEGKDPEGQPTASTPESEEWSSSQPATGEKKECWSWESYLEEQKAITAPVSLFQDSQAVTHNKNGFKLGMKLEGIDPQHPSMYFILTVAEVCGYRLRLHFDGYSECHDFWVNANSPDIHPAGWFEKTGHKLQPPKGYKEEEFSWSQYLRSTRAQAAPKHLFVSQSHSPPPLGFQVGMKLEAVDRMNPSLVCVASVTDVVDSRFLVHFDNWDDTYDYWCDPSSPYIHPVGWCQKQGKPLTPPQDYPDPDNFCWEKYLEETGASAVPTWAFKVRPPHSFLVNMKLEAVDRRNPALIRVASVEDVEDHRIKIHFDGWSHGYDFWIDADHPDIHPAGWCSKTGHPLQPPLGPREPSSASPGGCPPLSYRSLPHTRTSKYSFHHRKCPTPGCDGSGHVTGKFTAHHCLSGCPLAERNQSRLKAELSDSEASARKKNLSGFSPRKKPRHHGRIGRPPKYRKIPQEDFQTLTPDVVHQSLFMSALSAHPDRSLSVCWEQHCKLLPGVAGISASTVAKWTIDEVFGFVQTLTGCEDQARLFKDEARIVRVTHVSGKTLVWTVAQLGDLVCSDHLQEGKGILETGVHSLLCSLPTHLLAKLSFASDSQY
#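 L3MBTL1 (50 nM) pre-complexed 30 min with biotinylated H3(1-15)K9me1 peptide (75 nM), then compounds added for 30 min at room temperature; AlphaScreen streptavidin donor/nickel chelate acceptor beads (10 ug/mL final) read after 30 min dark incubation.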
# Tau ThT inhib: blocks human tau fibril formation measured by thioflavin T. P10636. recombinant tau K18 P301L (four-repeat tau fragment), heparin-induced fibrillization, ThT fluorescence. Potency, µM (highest dose often 57.4 µM), inactives show at the top dose activity, negative = inhibition, actives largely listed as inhibitors. hit rate 2.1% among 270,000; also: nearly all actives have a fitted effect of over 55% in size
#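 Heparin-induced fibrillization of the P301L-mutant K18 repeat-domain fragment of human tau was followed by ThT binding in quantitative high-throughput format.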
# TR SRC2 fluor cs: counter-screen for TRb-SRC2 inhibitors: fluorescence interference; TRb/SRC2 Texas Red total fluorescence interference; Potency, µM (series often up to 106 µM), for the others: top-dose fluorescence change, negative = quenching; hit rate 0.29% among 280,000; AID 1479; active = well fitted curve in either direction with a large enough effect; inconclusive = small, poorly fitted or top-dose-only effect
#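 Human TRb ligand-binding domain at 0.6 uM with 20 nM Texas Red SRC2 peptide in Tris buffer containing 1 uM T3 and 5% DMSO, incubated with compound 5 h at ambient temperature. Total fluorescence (555/632 nm) calculated as parallel + 2 × perpendicular.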
# The depositor's hits bear a star; i = inactive; ? = inconclusive; nt = not tested or not shown; & = joins results of further samples; [ ] = remark or other dose. Unless noted, calls follow the shape of the dose curve; as a rule, active = well fitted curve in the direction sought with a large enough effect; inconclusive = small, poorly fitted or top-dose-only effect, or another doubt; inactive = no such curve, though single readings can be large; an effect the other way counts as inactive or inconclusive. Unless noted, % is scaled to controls: 0 for no effect and ±100 for the full control effect; potency is read from the fitted curve at half-maximal effect.
SMILES,Tau fibril FP,TRb-SRC2 inh,JMJD2E inh,RECQ1 inh,RGS12 GoLoco inh,L3MBTL1 inh,Tau ThT inhib,TR SRC2 fluor cs
COc1ccccc1N1CCc2c(C)nc3c(OC)cccc3c21,10%,-6%,?,-3%,3%,-2%,-12%,0%
Cc1ccc(CC(=O)O/N=C(\N)c2cccc([N+](=O)[O-])c2)cc1,-1%,3%,-1%,-6%,9%,-7%,-3%,-3%
COc1ccc(C2=Nn3c(nnc3-c3ccco3)SC2)cc1OC,-5%,-3%,?,-7%,6%,26%,?,-11%
Cc1cccc(N2CCN(C(=O)NCc3ccc(Cl)cc3)CC2)c1,10%,-6%,4%,-2%,-11%,-4%,-15%,-2%
COc1ccc(N2CCN(CCNC(=O)C3CCN(S(=O)(=O)c4cccs4)CC3)CC2)cc1,-2%,0%,6%,-18%,4%,-7%,-11%,0%
COc1c(Cl)cc(C(=O)NN)cc1Cl,-8%,-1%,56%[activator],i,-7%,14%,-8%,0%
c1ccc(CNc2ccc(CNc3ncn[nH]3)cc2)cc1,8%,7%,7%,-1%,-8%,-5%,-20%,2%
O=C(NC(=S)N1CCN(c2c(Cl)cccc2[N+](=O)[O-])CC1)c1cccs1,2%,-3%,10%,-13%,4%,?,-27%,-1%
COc1ccc(C(O)c2nccn2C)cc1 (centres undefined),-1%,-5%,6%,i,-2%,nt,-2%,-4%
COc1ccccc1CNC(=O)CCCc1nnc2n(CC(C)C)c(=O)c3sccc3n12,-1%,-2%,nt,nt,nt,nt,-7%,-1%
O=C(CNc1cc(S(=O)(=O)N2CCOCC2)ccc1N1CCCC1)NCc1ccco1,-3%,-2%,-6%,-9%,10%,-7%,-9%,2%
CCOC(=O)c1cc2cc(-c3c(C(=O)OCC)oc4cc(O)cc(O)c4c3=O)ccc2o1,-6%,1%,?,i,5%,-10%,?,-6%
O=C(CNC(=O)c1ccco1)OCc1c(F)cccc1Cl,-1%,-4%,0%,-11%,8%,2%,-3%,1%
Cc1nnc(NC(=O)CSc2nccn2-c2cccc(Cl)c2)s1,-4%,2%,nt,nt,nt,nt,1%,-2%
COc1ccc(C)c2sc(NC(=O)c3ccc(S(=O)(=O)N(C)C)cc3)nc12,-16%,-2%,nt,nt,nt,nt,12%,-3%
Nc1nc(SCC(=O)Nc2ccccc2C(F)(F)F)[nH]c(=O)c1-c1ccccc1,-7%,-5%,-7%,i,12%,12%,-6%,-1%
O=C(NCCN1CCOCC1)C(=O)NCC1CCCO1 (centres undefined),7%,-6%,1%,-4%,0%,21%,9%,-6%
COc1cccc(-n2c(-c3cccc(S(=O)(=O)N(C)C)c3)n[nH]c2=S)c1,-1%,1%,-1%,i,0%,-3%,-10%,-1%
COc1ccc(CCNC(=O)[C@@H](NC(=O)c2ccccc2F)C(C)C)cc1OC,7%,-10%,7%,-9%,-4%,1%,-4%,-6%
Cc1ccccc1COC[C@H](CC(C)C)N1CCN(C(=O)c2cccc(C(F)(F)F)c2)CCC1=O,3%,0%,3%,-9%,6%,4%,?,-1%
CC1(C)CCCC2=C1CC1C(=O)N(c3ccccc3)C(=O)C1C2 (centres undefined),-3%,-2%,-4%,6%,2%,-2%,-2%,-3%
O=C(Cn1ccn(-c2ccc(F)cc2)c(=O)c1=O)Nc1ccc(F)cc1,-8%,-2%,nt,nt,nt,nt,4%,5%
CCCCc1nc2c(c3c1C[C@H](C)OC3)CN(C(=O)NCCc1c[nH]c3ccccc13)CC2,3%[11.6 µM],2%[11.2 µM],2%[11.4 µM],-4%[11.5 µM],7%[14.2 µM],nt,16%[11.5 µM],-3%[11.2 µM]
COc1ccc(C(=O)NN2C(=O)C3C(c4ccccc4)C=CC(c4ccccc4)C3C2=O)cc1 (centres undefined),?,2%,-4%,-16%,8%,0%,-6%,5%
COc1ccc(NC(=O)c2nc3ccccc3s2)cc1,-3%,3%,6%,-2%,-9%,15%,?,0%
SMILES,Tau fibril FP,TRb-SRC2 inh,JMJD2E inh,RECQ1 inh,RGS12 GoLoco inh,L3MBTL1 inh,Tau ThT inhib,TR SRC2 fluor cs
Cc1cc(C)c2nc(C)cc(Nc3ccc(C(=O)N4CCOCC4)cc3)c2c1,0%,1%,5%,0%,-5%,nt,nt,1%
O=C(Nc1ccc(OCC(=O)N2CCOCC2)cc1)Nc1cccc(Cl)c1,9%,-1%[53 µM],1%,7%,5%,3%,-7%,-2%[53 µM]
CCC(C)NC(=O)c1cnn2c(C)c3c(nc12)CCCC3 (centres undefined),-5%,1%,?,-7%,-6%,4%,1%,0%
Cc1ccc2nc(NC(=O)c3cccs3)sc2c1,-11%,2%,?,-6%,5%,5%,-6%,-1%
O=C(/C=C/c1ccccc1)NCc1cccnc1,-8%,-2%,-24%,10%,10%,-3%,-12%,-4%
N#C/C(=C/c1ccc(N2CCOCC2)o1)c1nc2ccccc2[nH]1,-5%,-14%,?,?,315%[activator],-13%,7.9µM*,?
CCOC(=O)c1cc(-c2cc3ccccc3o2)n[nH]1,7%,-6%,-13%,0%,4%,nt,?,-3%
CCCCNC(=O)c1onc(CSc2ccc(F)c(F)c2)c1C(=O)O,-2%,-4%,4%,-2%,0%,6%,-9%,-3%
CCCc1cc(C(=O)NCc2cccnc2)no1,7%,4%,-1%,-5%,6%,-4%,1%,0%
CC1CN(C(=S)NC(=O)c2cccc([N+](=O)[O-])c2)CC(C)O1 (centres undefined),0%,-6%,-7%,-2%,-4%,0%,-5%,-4%
COCCCNC(=S)N1CCC(NC(=O)c2ccco2)CC1,11%,3%,0%,-4%,11%,4%,5%,-1%
c1ccc(-c2nnc(-c3ccncc3)o2)cc1,-9%,-5%,64%,-8%,16%,nt,-9%,-1%
CCCCc1nc2ccccc2c(C(=O)O)c1C,10%,-1%,1%,-9%,2%,-4%,-1%,-1%
CC(C)(C)NC(=O)c1ccc2c(c1)N(CC(=O)N1CCN(c3ccc(F)cc3)CC1)C(=O)C(C)(C)O2,-1%,1%,1%,-7%,nt,0%,-1%,-1%
CCc1cccc2c3c([nH]c12)C(CC)(CC(=O)O)OCC3 (centres undefined),8%&8%&-6%,3%&-3%&-7%,-12%&3%&-9%,-8%&-6%,7%&-7%&-1%,6%,-9%&2%&-3%,-2%&-4%&-2%
CC(=O)O[C@H]1CSC[C@H]1NC(=O)c1ccccc1,-1%,-3%,?,-6%,-5%,29%[11.4 µM],-12%,0%
CCOc1ccc(N2CC(NC(=O)c3ccco3)CC2=O)cc1 (centres undefined),-4%,-4%,nt,nt,nt,nt,-6%,2%
S=C(Nc1ccc(Cl)cc1Cl)Nc1ccccc1Oc1ccccc1,-3%,-8%,-3%,-1%,6%,-3%,-11%,-4%
O=c1c2cc(N3CCOCC3)ccc2[nH]c(=S)n1CC1CCCO1 (centres undefined),16%,2%,?,-11%,-6%,12%[11.4 µM],-6%,-2%
CCC(C(=O)NCc1ccccc1Cl)n1nc(C)c2sc3ccccc3c2c1=O (centres undefined),-2%,-1%,nt,nt,nt,nt,-6%,-3%
CCC12CN3CCN(CC(C3)/C1=N\NC(=O)c1ccc(F)cc1)C2,0%,-1%,-2%,-11%,5%,nt,-12%,-1%
Cc1c(C(=O)N2CCCCC2)nnn1-c1nonc1N,5%,-7%,6%,-5%,-5%,nt,-11%,-3%
COc1cc2c(ccc3cc(OC)c(OC)c(O)c32)cc1O,9%,0%,?,11µM*,-18%,nt,?,-9%
CC(=O)Nc1nc2ccccc2n1Cc1ccccc1C,-8%,-14%,-1%,-7%,5%,-4%,3%,2%
CCc1cccc(NC(=O)Cn2c(=O)n(-c3cccc(Cl)c3)c(=O)c3c2c2cc(C)ccc2n3C)c1,-10%,3%,nt,nt,nt,nt,4%,0%

# The list goes on, starting with the last two of the part before.
SMILES,Tau fibril FP,TRb-SRC2 inh,JMJD2E inh,RECQ1 inh,RGS12 GoLoco inh,L3MBTL1 inh,Tau ThT inhib,TR SRC2 fluor cs
CC(=O)Nc1nc2ccccc2n1Cc1ccccc1C,-8%,-14%,-1%,-7%,5%,-4%,3%,2%
CCc1cccc(NC(=O)Cn2c(=O)n(-c3cccc(Cl)c3)c(=O)c3c2c2cc(C)ccc2n3C)c1,-10%,3%,nt,nt,nt,nt,4%,0%
S=C(NCc1ccco1)N1CCN(c2ccc(Cl)cc2)CC1,3%,-3%,-6%,-22%,31%[activator],0%,-11%,-3%
CCCOc1ccc(CN(C(=O)c2nc(SC(C)C)ncc2Cl)C2CCS(=O)(=O)C2)cc1 (centres undefined),7%,6%,nt,nt,nt,nt,-2%,-1%
O=C(Nc1cccnc1)C12CC3CC(CC(C3)C1)C2,9%,-6%,-24%,10%,8%,2%,2%,-7%
NNC(=O)COc1ccccc1F,2%,8%,5%,-5%,-1%,10%,-7%,0%
Cc1ccccc1CNC(=O)C1CCN(c2nnc(C)c3c(C)n(-c4ccccc4)nc23)CC1,12%,-3%,nt,nt,nt,nt,6%,-2%
O=C(OCc1cc2ccccc2[nH]c1=O)c1cccs1,5%,2%,?,6%,-30%,7%,3%,1%
O=C(NN1C(=O)C2CCCCC2C1=O)c1ccco1 (centres undefined),0%,5%,-5%,-19%,-6%,-4%,-7%,-3%
O=S(=O)(Nc1nc2ccccc2nc1N1CCN(c2ccccc2F)CC1)c1ccc(Cl)cc1,4%,-19%,-21%,-11%,-2%,nt,?,-2%
Cc1nc2ccc(S(=O)(=O)NCC(=O)NC(C)c3ccccc3)cc2s1 (centres undefined),0%,5%,6%,-4%,9%,nt,-3%,1%
CC(=O)c1cccc(NC(=O)N2CCCC2C(=O)Nc2cccc(C)c2)c1 (centres undefined),-7%,-14%,-3%,5%,15%,-2%,-4%,-2%
N=C1/C(=C\c2coc3ccccc3c2=O)C(=O)N=C2SC(c3ccncc3)=NN12,?,?,281%[activator],?,41%[activator],nt,13µM*,?
O=C(O)COc1ccccc1/C=N/NC(=O)CSc1nnc(-c2ccc(Cl)cc2)n1C1CCCCC1,8%,-1%,-3%,-4%,4%,-10%,-1%,0%
CC1CCCC(C)N1C(=O)COC(=O)c1ccc(O)cc1 (centres undefined),1%,-6%,3%,i,-6%,nt,5%,-8%

# Screening data: PubChem, National Center for Advancing Translational Sciences (NCATS)

# A portion of the library, so the mix of outcomes need not match the whole.
